Screening results from PubChem BioAssay.
TbREL1 primary = TbREL1 inhibition, primary screen; P86926; TbREL1 RNA ligation, FRET fluorescence; inhibition, % at 9.66 µM; actives 0.49% (n = 89,000);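 active = inhibition above the mean inhibition across all screened compounds plus 3 SD, cut at about 11% in these data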;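 also: 0% = plate median of test wells and 100% = NSC42067 control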
Target sequence (P86926 whole entry, looked up): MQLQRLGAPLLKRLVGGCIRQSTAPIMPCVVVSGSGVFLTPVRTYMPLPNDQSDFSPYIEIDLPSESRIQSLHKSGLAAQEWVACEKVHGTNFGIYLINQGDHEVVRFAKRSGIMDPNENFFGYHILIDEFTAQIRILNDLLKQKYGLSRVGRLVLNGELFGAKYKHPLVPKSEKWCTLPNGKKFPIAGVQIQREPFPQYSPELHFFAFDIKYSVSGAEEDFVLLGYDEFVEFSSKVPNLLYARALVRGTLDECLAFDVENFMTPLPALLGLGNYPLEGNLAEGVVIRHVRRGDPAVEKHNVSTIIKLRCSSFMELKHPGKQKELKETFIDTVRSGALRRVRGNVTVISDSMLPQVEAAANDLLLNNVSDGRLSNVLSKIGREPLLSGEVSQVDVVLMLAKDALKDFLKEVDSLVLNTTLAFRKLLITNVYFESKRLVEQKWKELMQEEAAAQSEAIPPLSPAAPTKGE
An asterisk follows results filed as active. Some of the compounds tested. The share of hits here may be higher or lower than overall.

SMILES | TbREL1 primary
CCC1(c2ccccc2)NC(=O)N(CC(=O)Nc2cc(C(F)(F)F)ccc2N2CCCC2)C1=O (configuration not stated) | -3
O=C(Nc1nc2cc3c(cc2s1)OCCO3)c1cccs1 | 3
O=c1cc(CSc2nnnn2-c2ccccc2)[nH]c2[nH]n(-c3ccccc3)c(=O)c12 | 2
COc1ccc(C(CNC(=O)c2cc(S(=O)(=O)NCc3ccco3)ccc2C)N(C)C)cc1 (configuration not stated) | 2
CCCCN1C(=N)N([C@@H](C)CN2CCC[C@H]2CN2C(N)=NC[C@H]2CC(C)C)C[C@H]1Cc1ccccc1 | 2
O=C(COc1ccccc1F)NNC(=O)c1ccc(F)c(S(=O)(=O)N2CCOCC2)c1 | 2
CCN(CC)CCCNC(=O)C1c2cc(OC)c(OC)cc2C(=O)N(C)C1c1cccs1 (configuration not stated) | 0
c1nc(Nc2ccc(N3CCOCC3)cc2)c2ccsc2n1 | -4
S=C(Nc1cccc(Cl)c1)N(CCCN1CCCC1)Cc1cccn1Cc1ccc(Cl)cc1 | 11*
O=S(=O)(Nc1cccc(-c2cn3cccnc3n2)c1)c1ccccc1 | -2
CCCCNC(=O)c1ccc2c(OCC)n(CCCC)nc2c1 | -2
Cc1ccc(NC(=O)CCS(=O)(=O)c2ccccc2)cc1C | -2
CCOC(=O)N1CCN(C(=O)C[C@H]2C[C@@]3(C(=O)OC)C(=C[C@H](C4CCCC4)O[C@@H]3C)N(Cc3ccc(Cl)cc3Cl)C2=O)CC1 | -1
O=C(Cn1nc(-c2ccc(F)cc2)ccc1=O)Nc1ccc(C(=O)NC2CC2)cc1 | 5
O=C(Nc1ccccc1F)c1csc([C@@H]2C[C@H](O)[C@@H](CO)O2)n1 | -2
COc1ccc(CN2C(=O)[C@]3(NCCc4c3[nH]c3ccc(OC)cc43)c3cc(Br)ccc32)cc1 | 1
COc1cc2c(cc1OC)CN(C(=O)c1cc(S(=O)(=O)N3CCCCC3)ccc1Cl)CC2 | -1
CCOC(=O)c1sc(NC(NC(=O)c2ccco2)(C(=O)OC)C(F)(F)F)nc1C (configuration not stated) | 1
NC(Cc1ccc(OC(F)F)cc1)C(=O)O (configuration not stated) | 2
CCCCN1C2CCCC1CC(NC(=O)c1ccc(OC)c(OC)c1)C2 (configuration not stated) | -2
CC(C)CC(NC(=O)c1ccc(Cl)cc1)C(=O)O (configuration not stated) | 0
CC(C)(C)c1ccc(SCC(N)=O)cc1 | -2
CCNC(=O)NC(=O)CSc1ccc(NC(C)=O)cc1 | 2
COc1cccc(NC(=O)Cn2c(=O)n(CCCC(=O)NCc3ccco3)c(=O)c3ccccc32)c1 | -2
Cc1ccc(OCCC(=O)N2CCN(c3ccc(O)cc3)CC2)cc1 | 4

Records listed so far that bear a hit mark in TbREL1 primary.
SMILES | TbREL1 primary
S=C(Nc1cccc(Cl)c1)N(CCCN1CCCC1)Cc1cccn1Cc1ccc(Cl)cc1 | 11*

Back to the main list with the three entries that preceded the break.
SMILES | TbREL1 primary
CCNC(=O)NC(=O)CSc1ccc(NC(C)=O)cc1 | 2
COc1cccc(NC(=O)Cn2c(=O)n(CCCC(=O)NCc3ccco3)c(=O)c3ccccc32)c1 | -2
Cc1ccc(OCCC(=O)N2CCN(c3ccc(O)cc3)CC2)cc1 | 4
Cc1ccc(S(=O)(=O)NC2CC(C)(C)N(O)C(C)(C)C2)cc1 | -2
COC(=O)C1=C(N)Oc2cc(C)n(Cc3ccccc3)c(=O)c2C1c1ccccc1 (configuration not stated) | -3
O=C1CC(c2cccs2)Sc2nc3ccccc3n21 (configuration not stated) | -3
COc1ccc(N2CCN(c3nc4ccccc4nc3NS(=O)(=O)c3ccccc3)CC2)cc1 | -5
Cc1c(Cl)c([N+](=O)[O-])nn1Cc1ccc(C(=O)N/N=C\c2cccc(Br)c2)o1 | -2
Cn1c(=O)[nH]c(=O)c2c1nc(NCc1ccccc1)n2CC(O)c1ccccc1 (configuration not stated) | -4
CC(=O)Nc1sc(C)c(C)c1C(=O)OCC(=O)NCc1ccc(F)cc1 | -2
Cc1cccc(N2CCN(C(=O)CN3C(=O)NC(C)(C)C3=O)CC2)c1C | -4
O=C(NCC1CCCO1)c1cc([N+](=O)[O-])ccc1N1CCC(Cc2ccccc2)CC1 (configuration not stated) | 1
COc1ccc(NC(=S)Nc2ccc3c(c2)c(=O)n(C)n3-c2ccccc2)cc1 | -9
CC(C)C[C@H](CO)Nc1nc(N(C)c2cccc(Cl)c2)c2ncn(C(C)C)c2n1 | -1
Cc1ccc(Cl)cc1N1CCN(S(=O)(=O)c2ccc3[nH]c(=O)c(=O)[nH]c3c2)CC1 | 8
COc1ccc(C2NC(=O)CS2)cc1OC (configuration not stated) | 1
CCOc1ccccc1NC(=O)Cc1coc2cc(C)ccc12 | 0
CCOc1ncccc1C(=O)Nc1nc(SC)ns1 | 0
CCn1c(SCC(=O)c2ccccc2)nnc1-c1cccs1 | 3
Cc1ccc(N2CC(C(=O)Oc3cccc(N4C(=O)CCC4=O)c3)CC2=O)cc1 (configuration not stated) | -3
CCOC(=O)c1ccccc1NC(=O)CSc1nnc(C)c(=O)[nH]1 | 3
O=C(NC1CCCC1)C1CCC(CNS(=O)(=O)c2ccc(F)cc2)CC1 (configuration not stated) | -3
CC1(C)C=C(c2ccc(C=O)s2)CC(C)(C)N1 | 4
O=C(Cn1c(-c2cncs2)nc2ccccc21)N1CCOCC1 | 0
Cn1nccc1C(=O)OCC(=O)Nc1cccc(Cl)c1 | 0
CCCCn1c(N)c(N(CC(C)C)C(=O)Cn2c(=O)oc3ccccc32)c(=O)[nH]c1=O | -1
Cc1ccc(NC(=O)c2cncc(Br)c2)nc1 | -1
COc1ccccc1C(=O)NC(=O)COC(=O)c1ccc(Cl)cc1[N+](=O)[O-] | -1

Single values from the results shown:
CC(C)C[C@H](CO)Nc1nc(N(C)c2cccc(Cl)c2)c2ncn(C(C)C)c2n1 – TbREL1 primary = -1
O=C(NC1CCCC1)C1CCC(CNS(=O)(=O)c2ccc(F)cc2)CC1 (configuration not stated) – TbREL1 primary = -3
CC(=O)Nc1sc(C)c(C)c1C(=O)OCC(=O)NCc1ccc(F)cc1 – TbREL1 primary = -2
CCOC(=O)c1sc(NC(NC(=O)c2ccco2)(C(=O)OC)C(F)(F)F)nc1C (configuration not stated) – TbREL1 primary = 1
CCCCN1C2CCCC1CC(NC(=O)c1ccc(OC)c(OC)c1)C2 (configuration not stated) – TbREL1 primary = -2

Next part
SMILES | TbREL1 primary
CCOC(=O)C1CCN(C(=O)COc2ccc(C(=O)c3ccccc3)cc2)CC1 | 2
O=C(Nc1ccc(F)cc1)OCc1cn(Cc2ccc(F)cc2F)nn1 | -1
Cc1cccc(C)c1NC(=O)CN1CCNCC1 | 0
O=C(CN1CCC(NC(=O)Nc2ccccc2)CC1)Nc1ccc([N+](=O)[O-])cc1 | 1
COc1ccc(N2CCOCC2)c(NC(=O)c2ccco2)c1 | -3
O=C(Nc1ccnn1C1CCN(C(=O)c2ccc(Cl)c(F)c2)CC1)C1CCOC1 (configuration not stated) | 6
Cc1ccc(CN(C)C(=O)C2CCN(C(=O)Nc3ccccc3)CC2)o1 | -2
Clc1cccc(Cl)c1CSc1nnc(/C=C/c2ccccc2)o1 | 0
CCO/C=N/c1c(C#N)c(CC#N)nn1-c1ccccc1 | 1
CCN(CC)c1ccc(-c2nn3c(-c4ccc(C(C)(C)C)cc4)nnc3s2)cc1 | -1
COc1ccc(Br)c(Cn2c(C)c(C(=O)NCc3cccs3)sc2=O)c1 | 2
CCOc1ccc(NC(=O)C(Cc2ccccc2)NC(=O)C2CCCCC2)cc1 (configuration not stated) | 6
Cc1cc(C(F)(F)F)nn1CC(=O)Nc1cccnc1 | 5
Cc1ccc(SCc2[nH]nc3c2C2(C(=O)Nc4ccc(F)cc42)C(C#N)=C(N)O3)cc1 (configuration not stated) | -1
CCC(C)C(NC(=O)C1CCC(C)CC1)C(=O)NCc1ccco1 (configuration not stated) | 2
CC1CN(S(=O)(=O)c2cccc(C(=O)Nc3ccccc3N3CCOCC3)c2)CC(C)O1 (configuration not stated) | -4
CN(C)c1ccc(N=Cc2cccn2C)cc1 | -5
Cc1ccccc1C(=O)NCC(=O)O | 1
CN(C)C(=O)c1ccc(NC(=O)CC2SC(N3CCCC3)=NC2=O)cc1 (configuration not stated) | 0
COc1cccc(CN2CCC(Oc3ccc(C(=O)N4CCCCC4)cc3)CC2)c1O | -7
NS(=O)(=O)c1ccc(CNS(=O)(=O)c2cc(Cl)ccc2Cl)cc1 | 1
COc1ccc(CCC(=O)Nc2nnc(C)s2)cc1 | 0
NC(=O)CCC(NC(=O)c1ccc(Cl)cc1)C(=O)O (configuration not stated) | 0
CNC(=S)NC1CC2CCCC(C1)N2Cc1ccc(C)cc1 (configuration not stated) | -3
COCCCN1C(=O)C(=O)/C(=C(/O)c2ccc(S(=O)(=O)N3CCCCC3)cc2)C1c1ccc(O)cc1 (configuration not stated) | 3

Brought forward from above: six compounds; new compounds follow.
SMILES | TbREL1 primary
COc1cccc(CN2CCC(Oc3ccc(C(=O)N4CCCCC4)cc3)CC2)c1O | -7
NS(=O)(=O)c1ccc(CNS(=O)(=O)c2cc(Cl)ccc2Cl)cc1 | 1
COc1ccc(CCC(=O)Nc2nnc(C)s2)cc1 | 0
NC(=O)CCC(NC(=O)c1ccc(Cl)cc1)C(=O)O (configuration not stated) | 0
CNC(=S)NC1CC2CCCC(C1)N2Cc1ccc(C)cc1 (configuration not stated) | -3
COCCCN1C(=O)C(=O)/C(=C(/O)c2ccc(S(=O)(=O)N3CCCCC3)cc2)C1c1ccc(O)cc1 (configuration not stated) | 3
COc1ccccc1NS(=O)(=O)c1ccc(C(=O)N2CCN(c3ccccc3)CC2)cc1 | -5
COCC(=O)NC(C)c1nc2ccccc2[nH]1 (configuration not stated) | 8
O=C(CCN1C(=O)C2C3CCC(C3)C2C1=O)Nc1ccc(F)cc1 (configuration not stated) | 5
COC(=O)CN1C(=O)[C@H]2[C@@H](c3ccc(C)o3)N3C(=O)CN(Cc4ccccn4)C(=O)[C@@]3(Cc3ccccc3)[C@H]2C1=O | 3
O=C(Nc1n[nH]c(C(F)(F)F)n1)c1cccs1 | 1
Cc1ccc(SCc2[nH]nc3c2C2(C(=O)Nc4ccc([N+](=O)[O-])cc42)C(C#N)=C(N)O3)cc1 (configuration not stated) | 0
CCc1ccc(-c2cc(C)no2)cc1S(=O)(=O)NCCc1ccc(S(N)(=O)=O)cc1 | 5
Cc1nc2cc(N)ccc2n1C1CCCCC1 | 3
COC(=O)c1ccc(COC(=O)C(CCS(C)(=O)=O)N2C(=O)c3ccccc3C2=O)cc1 (configuration not stated) | -1
Cc1ccccc1NC(=O)c1cc[n+]([O-])cc1 | 3
CSc1nnnn1-c1ccc(C(=O)O)cc1 | -2
CCN(C(=O)c1ccc(NC(C)=O)cc1)c1ccccc1 | 1
CCCCNc1c(-c2ccc(-c3cccc(Cl)c3)cc2)nc2ccc(Cl)cn12 | 1
Cc1cc(C)cc(SCc2noc(C(=O)NCCN(C)C)c2C(=O)NCCN(C)C)c1 | -2
S=C(NCc1ccncc1)Nc1ccc(Cl)c(Cl)c1 | 5
Cc1ccccc1N(CC(=O)NC1CCCC1)C(=O)C1(C)CC(=O)N=C2C=CC=CN21 (configuration not stated) | 4
CCCNC(=O)N[C@@H](CCSC)C(=O)OC | 1
O=C(c1ccc2c(c1)OCCO2)N1CCN(Cc2c(F)cccc2Cl)CC1 | 3
O=C(O)CC(C(=O)Nc1ccc(F)cc1)C1CCCO1 (configuration not stated) | 3
NC(=O)c1nn(-c2ccccc2)nc1NC(=O)Cn1nnc(-c2ccccc2)n1 | -3
CNC(=O)c1nn(-c2ccc(C)cc2)ccc1=O | -1
CC(C)NC(=O)c1ccc(-c2ccccc2C(F)(F)F)o1 | -4
Cc1ccc(-c2cc3nc(C)cc(C)n3n2)cc1 | 8
Cc1ccc(/C=N/Nc2nncc(-c3ccccc3)n2)o1 | 1
COc1ccc(-c2c3c(cc4ncn(Cc5ccccc5)c24)COC3=O)cc1 | 0
Remaining list, next part.
SMILES | TbREL1 primary
COc1ccc(-c2noc(CN(C(=O)c3ccc4c(c3)OCO4)C(C)C)n2)cc1OC | 3
CCN(CCCNC(=O)CCc1nc(-c2ccc(OC)cc2)no1)c1cccc(C)c1 | -4
CC(C)c1ccc(CN(C(=O)c2cccs2)C2CCS(=O)(=O)C2)cc1 (configuration not stated) | 5
COc1cc(/C=N/O)ccc1OCc1ccc(C(=O)O)cc1 | 1
CCN=C1S/C(=C\c2cn(C(C)=O)nc2-c2ccccc2)C(=O)N1CC | 0
CCOC(=O)c1nn(-c2ccccc2)c2nnc(Cc3ccc(Cl)cc3)c(=O)n12 | -1
COCCN1Cc2cccc(C(=O)Nc3cccc(OC)c3)c2C1=O | -1
COc1ccc(N(CC(=O)Nc2cccc(OC)c2)S(=O)(=O)c2c(C)nn(C)c2C)cc1 | 2
COC(=O)CCC(NC(=O)OCc1ccccc1)C(=O)NC(CC(C)C)C(=O)OC (configuration not stated) | -1
CC[N+](CC)(CCO)CCCN1C(=O)C2CC=C(Cl)CC2C1=O (configuration not stated) | 5
COc1ccc2cc(-c3ccccc3F)ncc2c1 | 1
O=C1CCC[C@H]2Cc3nc4cccc(Cl)c4cc3C[C@]23CCCN13 | 1
CCOC(=O)C(=O)Nc1sc(C(=O)N2CCOCC2)c(C)c1C#N | 1
Cc1nn(-c2ccccc2)c(C)c1NC(=O)COc1cc(F)ccc1[N+](=O)[O-] | -4
C[C@H]1C=C(C(=O)N2CCOCC2)O[C@@H](OCc2ccc(CO)cc2)C1 | -1
C=CCN(C(=O)CCC(=O)Nc1cc(C)on1)C(C(=O)NC(C)(C)C)c1cccc(OC)c1OC (configuration not stated) | -1
OC(CN1CCN(c2ccccc2)CC1)Cn1c2ccccc2c2ccccc21 (configuration not stated) | -1
COc1cc(CN(C(=S)NCC(=O)NC2CCCC2)C2CCCC2)cc(OC)c1OC | 1
COc1ccc(CNC(=O)Nc2nc(C(N)c3ccccc3)cs2)cc1 (configuration not stated) | 1
O=C(Cc1cccc(NC(=O)C2CCN(C(=O)c3ccccc3)CC2)c1)Nc1cccc(C(=O)N2CCOCC2)c1 | 0
COC(=O)C(NC(C)=O)(Nc1cccc(C)n1)C(F)(F)F (configuration not stated) | 5
CCCCCC1CCC(c2ccc(C(N)=O)cc2)CC1 (configuration not stated) | 0
Cc1ccc(CNC(=O)CCn2c(=O)oc3ccccc32)cc1 | 0
COCc1cc(SC2CCCCC2)nc(C)n1 | -1
CCOC(=O)c1cc2c(=O)n3ccccc3nc2n(C(C)C)c1=NC(=O)c1ccncc1 | 1
